Growth percent in the NCI-60 one-dose screen (48 h, 10 µM unless noted): 100 = growth as untreated, 0 = no growth, -100 = all killed.
HCT-116 = HCT-116 colon cancer | 7.3% of 82,000 active
NCI-H522 = NCI-H522 lung cancer | 8% of 78,000 active | AID 1794739
NCI-H226 = NCI-H226 lung cancer | 3.5% of 79,000 active | AID 1794732
HCT-15 = HCT-15 colon cancer; 5.2% of 82,000 active; AID 1794746
NCI-H322M = NCI-H322M lung cancer | 2.7% of 80,000 active | AID 1794733
NCI/ADR-RES = NCI/ADR-RES ovarian cells. AID 1794790. 4.4% of 81,000 active
NCI-H23 = NCI-H23 lung cancer | 4% of 80,000 active | AID 1794731
NCI-H460 = NCI-H460 lung cancer | 6.8% of 82,000 active | AID 1794736
COLO 205 = COLO 205 colon cancer; 7.3% of 79,000 active
* marks the source's active call; other numbers are inactive results; . = not tested or not shown. Rule for the calls: active = growth percent below 10; inactive = the rest.

1: CCCCNC(=O)NS(=O)(=O)c1ccc(N2N=C(c3ccc(C)cc3C)CC2c2ccc(N(C)C)cc2)cc1 (stereo unspecified)
2: Cc1cc(C)c2c(-c3nnc(N)o3)cc(=O)oc2c1
3: Cn1cc(C(=O)c2nc(-c3c[nH]c4ccc(F)cc34)no2)c2cc(F)ccc21
4: O=C(CCN1CCCC1)c1ccccc1
5: CCC(=O)OC1=C(C)SC2=NC(c3ccc(Cl)cc3)=CC(c3ccc(Cl)cc3)N21 (stereo unspecified)
Screen / compound no.	1	2	3	4	5
HCT-116	39	100	100	117	95
NCI-H522	50	95	80	95	102
NCI-H226	83	102	70	96	101
HCT-15	35	103	69	106	90
NCI-H322M	87	97	94	110	109
NCI/ADR-RES	47	103	84	111	111
NCI-H23	70	101	88	102	106
NCI-H460	39	98	96	109	114
COLO 205	76	115	94	117	111

6: O=C(Nc1nc2ccc(F)cc2s1)c1cccnc1Nc1ccc(Cl)cc1Cl
7: CCOC(=O)c1cccc(C)c1O
8: COc1ccc(C2N(C)c3ccccc3N2C)cc1
9: CCCNCCOC(=O)c1ccc(OCC)c(N)c1
10: O=C(OCCSCCOC(=O)C1CC=CCC1)C1CC=CCC1 (stereo unspecified)
Screen / compound no.	6	7	8	9	10
HCT-116	11	98	100	100	111
NCI-H522	32	74	94	79	.
NCI-H226	53	98	103	93	111
HCT-15	17	102	96	107	111
NCI-H322M	3.8*	102	101	103	125
NCI/ADR-RES	1.6*	85	99	98	107
NCI-H23	7.2*	90	102	95	98
NCI-H460	5.2*	106	103	107	111
COLO 205	2.4*	107	116	105	102

Fetched by compound from the list above:
8: COc1ccc(C2N(C)c3ccccc3N2C)cc1
10: O=C(OCCSCCOC(=O)C1CC=CCC1)C1CC=CCC1 (stereo unspecified)
9: CCCNCCOC(=O)c1ccc(OCC)c(N)c1
6: O=C(Nc1nc2ccc(F)cc2s1)c1cccnc1Nc1ccc(Cl)cc1Cl
Screen / compound no.	8	10	9	6
HCT-116	100	111	100	11
NCI-H522	94	.	79	32
NCI-H226	103	111	93	53
HCT-15	96	111	107	17
NCI-H322M	101	125	103	3.8*
NCI/ADR-RES	99	107	98	1.6*
NCI-H23	102	98	95	7.2*
NCI-H460	103	111	107	5.2*
COLO 205	116	102	105	2.4*

Going on with the list:
11: COC1=CC(c2ccc[nH]2)=N/C1=C\c1[nH]c(C)c(C(=O)CCCCC(=O)NCCNC(=O)CC[C@H](NC(=O)c2ccc(NCc3cnc4nc(N)[nH]c(=O)c4n3)cc2)C(=O)O)c1C
12: COc1ccc(C/C(C)=C(/c2ccc(OCCN3CCCCC3)cc2)c2ccc(OC(=O)NCc3ccccc3)cc2)cc1
13: Nc1ncc(-c2ccc(NS(=O)(=O)c3ccccc3)cc2)[nH]1
14: O=C1/C(=C/c2ccc(Br)cc2)Oc2cc(O)ccc21
15: CC1CCC(C(C)CS)CC1S (stereo unspecified)
Screen / compound no.	11	12	13	14	15
HCT-116	97	-90*	101	105	107
NCI-H522	.	-81*	36	96	79
NCI-H226	98	-70*	85	98	94
HCT-15	107	-85*	101	110	109
NCI-H322M	105	-82*	94	97	86
NCI/ADR-RES	108	-76*	95	101	106
NCI-H23	106	-85*	99	97	99
NCI-H460	106	-90*	100	103	108
COLO 205	103	-90*	100	111	109

16: NCC1CCCCO1 (stereo unspecified)
17: NS(=O)(=O)c1ccc(-n2ncc3c(=O)[nH]cnc32)cc1
18: ClC(Cl)c1nc(-c2cccs2)n2nc(-c3ccccc3)cc2n1
19: NC(=O)c1cccc(F)c1SSc1c(F)cccc1C(N)=O
20: O=c1c(O)c(-c2ccc(O)c(O)c2)oc2cc(O)ccc12
Screen / compound no.	16	17	18	19	20
HCT-116	106	97	-24*	82	100
NCI-H522	113	98	75	70	87
NCI-H226	104	100	83	105	94
HCT-15	109	90	0.5*	91	98
NCI-H322M	116	102	-29*	98	96
NCI/ADR-RES	111	93	-21*	102	103
NCI-H23	106	93	4.8*	97	101
NCI-H460	112	104	-40*	104	97
COLO 205	110	144	-41*	111	102

21: O=C(NCC1CC1)NC(=O)c1c(F)cccc1Cl
22: COc1ccccc1Cc1nc(-c2ccccc2)nn(C2OC(COC(C)=O)C(OC(C)=O)C(OC(C)=O)C2OC(C)=O)c1=S (stereo unspecified)
23: CCOC(=O)c1cc(C(=O)c2cc(OC)cc(OC)c2)n2nc(-c3ccc(Br)cc3)ccc12
24: Nc1nc(N)c(N=Nc2ccc(S(=O)(=O)Nc3nccs3)cc2)c(=O)[nH]1
25: CC1CCc2c(C(=O)Nc3ncc(Cc4cccc([N+](=O)[O-])c4)s3)csc2C1 (stereo unspecified)
Screen / compound no.	21	22	23	24	25
HCT-116	106	77	80	112	19
NCI-H522	87	74	83	112	3.0*
NCI-H226	114	85	95	113	54
HCT-15	90	99	102	129	26
NCI-H322M	114	95	.	118	33
NCI/ADR-RES	112	80	95	110	16
NCI-H23	107	93	89	103	37
NCI-H460	111	94	97	117	11
COLO 205	124	94	114	85	11

26: COC(=O)C1C2CC3c4[nH]c5cc(OC)ccc5c4CCN3CC2CC(OC2CCCCO2)C1OC (stereo unspecified)
27: CCOC(=O)Cc1csc(NC(=O)c2ccc(-n3c(=O)[nH]c4ccccc4c3=O)cc2)n1
28: N#C/C(=C\c1ccccc1Cl)c1cc2ccccc2[nH]1
29: NCCCn1c2c(c3cc(-c4ccn[nH]4)ccc3c1=O)C(=O)c1ccccc1-2
30: CCOC(=O)c1cc(CC)sc1NC(=O)CC(C)=O
Screen / compound no.	26	27	28	29	30
HCT-116	103	92	87	19	26
NCI-H522	94	71	83	31	34
NCI-H226	.	97	75	57	70
HCT-15	100	102	81	31	20
NCI-H322M	102	105	89	68	95
NCI/ADR-RES	95	98	96	46	40
NCI-H23	99	92	83	58	43
NCI-H460	107	107	91	12	51
COLO 205	109	100	105	44	90

31: COc1ccc(NC(=O)C2=C(C)Nc3ncnn3C2c2cc(OC)c(OC)c(OC)c2)cc1 (stereo unspecified)
32: CCn1c(Sc2nn3cc(-c4ccc(Cl)cc4)nc3s2)nc2c1c(=O)n(C)c(=O)n2C
33: O=C(O)c1cccc([N+](=O)[O-])c1/C=C/c1ccc(Cl)cc1
34: COc1cc(C2CC(c3cc(OC)c(OC)c(OC)c3)=NN2c2ccccc2)ccc1OCc1ccc(F)cc1 (stereo unspecified)
35: Nc1nc(SCc2ccccc2)sc1C(=O)N1CCCCC1
Screen / compound no.	31	32	33	34	35
HCT-116	119	94	105	76	94
NCI-H522	81	79	99	86	91
NCI-H226	108	85	98	122	83
HCT-15	108	99	105	86	91
NCI-H322M	107	99	98	92	105
NCI/ADR-RES	108	91	97	109	.
NCI-H23	103	96	97	99	97
NCI-H460	110	102	109	107	98
COLO 205	113	.	100	106	112

36: Cc1cc(O)c(C(C)C)cc1NC(=O)Nc1cc(Cl)ccc1Cl
37: CC(C#N)OCCO (stereo unspecified)
38: Cc1c(C(=O)N[C@@H](Cc2ccccc2)C(=O)C(=O)NC(C)C)[nH]c2ccccc2c1=O
39: Cn1c(=O)cc(NC(=O)CN2CCN(c3cc4c(cc3F)c(=O)c(C(=O)O)cn4C3CC3)CC2)[nH]c1=O
40: O=C(O)c1cnn(-c2ccccc2)c1-n1nnc2ccc(Cl)cc2c1=O
Screen / compound no.	36	37	38	39	40
HCT-116	91	103	104	103	94
NCI-H522	.	84	97	92	67
NCI-H226	101	118	98	96	96
HCT-15	87	106	100	99	113
NCI-H322M	91	111	99	102	94
NCI/ADR-RES	92	111	99	98	101
NCI-H23	92	105	97	100	96
NCI-H460	95	109	107	105	104
COLO 205	92	110	112	106	115

41: C/C=C(\Br)C(=O)O
42: O=C(Nc1ccc(F)cc1)Nc1ccc(Br)c(C(F)(F)F)c1
43: Clc1ccc(-c2nc(-c3cccs3)no2)c(Cl)c1
44: Nc1ccc(NCc2nc3sc4c(c3c(=O)[nH]2)CCCC4)cc1
45: C/C(=C(/C)C1CC1CCNS(=O)(=O)c1ccc(C)cc1)c1ccc(C(F)(F)F)cc1 (stereo unspecified)
Screen / compound no.	41	42	43	44	45
HCT-116	98	4.6*	95	90	82
NCI-H522	104	-17*	91	110	70
NCI-H226	95	-6.9*	89	88	77
HCT-15	107	8.1*	74	108	92
NCI-H322M	99	22	120	96	98
NCI/ADR-RES	122	1.2*	103	103	80
NCI-H23	108	-7.4*	93	87	75
NCI-H460	104	4.6*	92	102	90
COLO 205	110	-27*	106	115	107

46: NS(=O)(=O)c1ccc(CN2C(=O)C3C(C2=O)C2(Cl)C(Cl)=C(Cl)C3(Cl)C2(Cl)Cl)cc1 (stereo unspecified)
47: CCN1CCN(Cc2ccc(NC(=O)Nc3nc(-c4cc(OC)c(OC)c(OC)c4)cs3)cc2C(F)(F)F)CC1
48: Nc1ccc(C2=NN(C(=O)c3cc(-c4ccc(Cl)cc4)nc4ccccc34)C(c3ccc(Cl)cc3)C2)cc1 (stereo unspecified)
49: CCC(=O)N1C/C(=C/c2ccc(Cl)cc2)C(=O)/C(=C/c2ccc(Cl)cc2)C1
50: COC(=O)c1ccc2c(c1)Oc1ccccc1-c1cc(C)nn1-2
Screen / compound no.	46	47	48	49	50
HCT-116	92	-58*	23	-85*	88
NCI-H522	90	56	15	-59*	85
NCI-H226	92	57	60	-54*	87
HCT-15	95	-13*	26	0.4*	104
NCI-H322M	100	63	45	-17*	96
NCI/ADR-RES	101	-6.8*	12	15	94
NCI-H23	103	38	50	-26*	88
NCI-H460	100	-1.1*	17	-14*	104
COLO 205	109	-68*	23	-76*	103

51: C[n+]1ccc(/C(C#N)=N/O)cc1
52: O=C1CC(SC(=S)C2CCCC2=O)C(=O)N1 (stereo unspecified)
53: O=C(CN1C(=O)C(=O)c2ccccc21)NC1=Nc2ccccc2C(=O)NN1
54: CCOC(=O)CSc1c([N+](=O)[O-])ncn1C
55: NC(N)=NC(N)=Nc1ccc(S(=O)(=O)c2ccc(N=C(N)N=C(N)N)cc2)cc1
Screen / compound no.	51	52	53	54	55
HCT-116	100	99	89	103	106
NCI-H522	97	109	94	100	100
NCI-H226	108	92	99	105	96
HCT-15	103	98	106	94	98
NCI-H322M	103	.	94	.	100
NCI/ADR-RES	109	104	111	101	105
NCI-H23	98	98	100	96	106
NCI-H460	106	104	110	104	100
COLO 205	110	116	122	110	103

56: CCN(CC)CCOc1ccc2c(c1O)C(=O)c1ccccc1C2=O
57: O=C(O)c1cccc2ccc3c(c12)Nc1ccc2ccccc2c1S3
58: CCOC(=O)Nc1ccc2nc(N3CCCCCC3)sc2c1
59: O=C(CSc1nc2ccccc2c(=O)n1-c1ccccc1)N/N=C/c1ccc(Oc2ccc(Br)cc2)cc1
60: CC1(C)CCCC2(C)C1CCC1(C)OC(=O)CCC12 (stereo unspecified)
Screen / compound no.	56	57	58	59	60
HCT-116	45	79	28	7.8*	101
NCI-H522	83	78	-13*	48	105
NCI-H226	86	84	54	78	94
HCT-15	74	84	25	64	102
NCI-H322M	.	85	46	87	108
NCI/ADR-RES	72	99	1.0*	55	107
NCI-H23	82	85	48	50	104
NCI-H460	85	94	17	28	107
COLO 205	47	67	-7.8*	44	118

61: NCC(=O)c1cccc2ccc[n+]([O-])c12
62: C=CCC1(CC=C)C[C@H]2CO[C@H](O2)C1=O
63: CNC(=O)c1[nH]cc(-c2ccc(OC)cc2)c1-c1cc(OC)c2c(c1OC)OCO2
64: CCOC(=O)c1cn2c3c(c(C)cc(C)c3c1=O)C(=O)/C(=C/c1ccc(C(F)(F)F)cc1)C2
65: CCCCCCCCC(CCN(CC)CC)(C(=O)O)c1ccccc1 (stereo unspecified)
66: Clc1cccc(Cl)c1Cn1c(-c2cccs2)nc2ccccc21
67: COc1ccc(C(O)C2=CC(=O)c3ccccc3C2=O)cc1 (stereo unspecified)
68: Nc1nc2c(ncn2C2CCCCC2)c(=O)[nH]1
Screen / compound no.	61	62	63	64	65	66	67	68
HCT-116	89	106	96	81	102	85	76	66
NCI-H522	81	93	101	72	92	74	53	83
NCI-H226	88	102	98	99	80	96	92	76
HCT-15	101	97	97	107	98	92	76	85
NCI-H322M	123	98	96	91	97	100	90	80
NCI/ADR-RES	96	99	96	95	105	85	113	99
NCI-H23	92	102	98	85	97	86	94	90
NCI-H460	106	123	105	111	108	99	103	56
COLO 205	113	116	118	98	108	107	111	84

Screening results (PubChem)
